GalR3 antagonist – GalR3 antagonists in HEK293 cells, primary screen, cell-based, fluorescence readout; inhibition, % at 3 µM; HEK293 GalR3-CNG cAMP membrane potential fluorescence; galR3 body fused to GalR1 C-terminus; 0.44% of 360,000 active; AID 651719, 2012;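 active = inhibition above the screen-wide average plus 3 SD, cut at about 13% in these data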;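 note: forskolin and galanin both at EC90 stimulate the cells; cAMP rise reported by CNG channel membrane potential dye signal; 0% = forskolin plus galanin with DMSO and 100% = forskolin alone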
IMP-1 inhibitor – IMP-1 metallo-beta-lactamase inhibitors, primary screen, biochemical, epi-absorbance readout, Pseudomonas aeruginosa enzyme | metallo-beta-lactamase IMP-1 (Pseudomonas aeruginosa) | purified IMP-1, nitrocefin hydrolysis, epi-absorbance fluorescence | inhibition, % at 5.6 µM | 0.45% of 290,000 active | AID 1556, 2009;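 active = inhibition above the mean plus 3 SD of all compounds in the same screening run, cut at about 4.5% in these data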;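 note: 0% = IMP-1 with DMSO and 100% = DMSO wells lacking enzyme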
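System: purified recombinant IMP-1 beta-lactamase. Medium: Zinc- and detergent-supplemented HEPES buffer, pH 7.1. Compound: one 5.6 µM dose […]. Schedule: 15 min preincubation plus 25 min reaction at 25 °C. Technique: Epi-absorbance fluorescence, 480 nm excitation, 530 nm emission.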
PHOSPHO1 block – PubChem AID 1565. recombinant PHOSPHO1, absorbance phosphatase assay. inhibition, % at 13.3 µM. 1.1% of 290,000 active; in the data active = inhibition above about 60%
Target sequence (Q8TCT1 whole entry, looked up): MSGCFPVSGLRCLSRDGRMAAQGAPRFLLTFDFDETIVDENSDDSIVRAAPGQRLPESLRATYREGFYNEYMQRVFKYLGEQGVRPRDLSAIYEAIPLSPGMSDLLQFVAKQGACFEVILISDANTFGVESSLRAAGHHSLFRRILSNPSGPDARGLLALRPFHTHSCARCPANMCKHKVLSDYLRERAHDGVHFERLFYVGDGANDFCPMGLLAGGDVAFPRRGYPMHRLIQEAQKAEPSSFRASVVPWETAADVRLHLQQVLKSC
GPR7 antag – GPR7 receptor antagonists, primary screen, cell-based, fluorescence, single concentration; GPR7-expressing cells, fluorescence antagonist assay; inhibition, % at 4.4 µM; 1.1% of 290,000 active; in the data active = inhibition above about 16%, passing the limit was not always enough;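 note: cells stimulated with the agonist NPW; 0% = agonist with vehicle and 100% = vehicle without agonist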
V1R ag counter – agonists of human V1a receptor, primary screen, counter-screen for OXTR agonist project, fluorescence, CHO-V1R cells. Vasopressin V1a receptor (Homo sapiens), P37288. Fluo-8 calcium fluorescence, agonist mode; 0% DMSO, 100% 3 nM vasopressin. activation, % at 3 µM. 0.25% of 320,000 active. AID 2797, 2010;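 active = activation above the mean activation of all tested compounds plus 3 SD, per screening run, cut at about 20% in these data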;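 note: signal is peak over basal fluorescence ratio across a 100 second FLIPR read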
Target sequence (P37288 whole entry, looked up): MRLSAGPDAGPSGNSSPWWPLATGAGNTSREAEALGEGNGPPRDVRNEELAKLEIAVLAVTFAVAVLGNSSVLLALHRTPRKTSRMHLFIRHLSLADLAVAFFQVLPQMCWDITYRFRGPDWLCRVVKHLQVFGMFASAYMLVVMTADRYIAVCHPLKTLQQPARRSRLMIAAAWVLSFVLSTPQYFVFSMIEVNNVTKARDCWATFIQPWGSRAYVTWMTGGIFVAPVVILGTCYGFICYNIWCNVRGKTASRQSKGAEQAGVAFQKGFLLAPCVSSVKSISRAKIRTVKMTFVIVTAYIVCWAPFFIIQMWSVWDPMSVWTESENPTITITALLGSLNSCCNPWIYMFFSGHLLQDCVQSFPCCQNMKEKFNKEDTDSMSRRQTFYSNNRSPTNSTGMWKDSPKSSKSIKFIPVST
OXTR ag – human OXTR agonists, primary screen, fluorescence, CHO-OTR cells, Fluo-8 calcium; Oxytocin receptor (Homo sapiens), P30559; Fluo-8 calcium fluorescence; normalized: DMSO 0%, oxytocin 100%; activation, % at 3 µM; 0.32% of 320,000 active;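 active = activation above the mean of all tested compounds plus 3 SD, cutoff set per screening run, cut at about 20% in these data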;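 note: peak over basal fluorescence ratio from a 100 s FLIPR kinetic read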
DNA FID counter – compounds displacing fluorescent DNA intercalator, primary screen, artefact control for HCV NS3 helicase inhibitor project, biochemical, FID fluorescence | inhibition, % at 7.9 µM | AID 1845, 2009 | 0.17% of 290,000 active | DNA fluorescent intercalator displacement; in the data active = inhibition above about 37%;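 note: 0% = vehicle and 100% = reference compound; higher means more ethidium bromide displaced from hairpin DNA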
VIM-2 inhibitor – VIM-2 metallo-beta-lactamase inhibitors, primary screen, biochemical, epi-absorbance readout, Pseudomonas aeruginosa enzyme; purified VIM-2, nitrocefin hydrolysis, epi-absorbance fluorescence; inhibition, % at 5.6 µM; 0.89% of 290,000 active;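 active = inhibition above the mean of all tested compounds plus 3 SD, cutoff set per screening run, cut at about 7.5% in these data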;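 note: red hydrolysis product quenches plate fluorescence so inhibitors raise well fluorescence; 0% = enzyme with DMSO and 100% = DMSO without enzyme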
NS3 helicase inh – inhibitors of HCV NS3 helicase, primary screen, biochemical, Cy5 molecular beacon fluorescence; NS3 helicase DNA unwinding; inhibition, % at 10.9 µM; 0.56% of 290,000 active;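 active = inhibition above the mean of all tested compounds plus 3 SD, set per campaign, cut at about 35% in these data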;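 note: 0% = DMSO wells and 100% = thioflavine S control wells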
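Assay system – hepatitis C virus NS3 helicase domain fragment enzyme · Buffer or medium – MOPS pH 6.5, MgCl2, DTT, Tween20, BSA · Reagent – Cy5/quencher beacon DNA duplex and ATP to start · Compound – single 10.9 µM dose · Timing – 1 h at 25 °C · Technique – Cy5 beacon fluorescence read at start and 1 h · Measure – % inhibition of unwinding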
The depositor's hits bear a star; nt = no result given.

Compound	GalR3 antagonist	IMP-1 inhibitor	PHOSPHO1 block	GPR7 antag	V1R ag counter	OXTR ag	DNA FID counter	VIM-2 inhibitor	NS3 helicase inh
CCCC(=O)Nc1ccc2c(c1)nc(CCN1CCCCC1)n2C	1	0.3	-8	-3	0.0	0.9	-3	-1.9	-7
Cn1cc(S(=O)(=O)N2CCOCC2)cc1C(=O)Nc1cccc(Cl)c1	nt	-1.0	12	-4	1.1	-1.2	-13	-2.2	-13
CC(=O)N1c2ccc(S(=O)(=O)N3CCC(C(=O)NCc4ccccc4)CC3)cc2CC1C (stereo unspecified)	-8	-2.5	35	4	3.9	2.2	-42	-3.9	2
COc1ccc(-n2c(C)cc(C(=O)CN3CCCCC3)c2C)cc1	-8	-2.3	16	-1	-0.2	0.6	-6	0.8	-7
CCC(=O)c1cc2c(cc1NC(=O)c1ccccc1)OCCO2	-3	-0.1	8	-10	1.2	-0.7	-6	-0.7	2
COc1ccc(C(=O)Nc2nc3nccc(-c4ccccc4)n3n2)cc1	-4	-3.3	-12	-8	-0.4	0.2	-12	0.3	4
CCOC(=O)N1CCC(=C(C#N)C(=O)Nc2cc(OC)ccc2OC)CC1	-1	-0.5	38	-9	-0.4	-1.0	1	0.8	16
COc1ccc(/C=C/C(=O)NCCn2c(C)cc3ccccc32)cc1OC	nt	0.6	-1	-3	1.9	0.2	-17	-2.7	-12
CN1CCN(S(=O)(=O)c2cnccc2N2CCN(c3cccc(Cl)c3)CC2)CC1	-7	-1.6	-6	1	5.8	10	6	-5.8	-28
CC1(NC(=O)COc2ccccc2-c2ccccc2)CCS(=O)(=O)C1 (stereo unspecified)	-7	-4.5	9	-8	2.8	2.0	-18	-6.5	-8
C=CCOC(=O)C1CC=CCC1C(=O)Oc1ccc(F)cc1F (stereo unspecified)	-6	-1.4	17	5	-1.3	-1.9	-13	-0.1	2
CC(C)(CO)NC(=O)CC1C(=O)NCCN1Cc1ccc(-c2ccccc2)cc1 (stereo unspecified)	-7	-1.3	6	6	-0.4	1.1	-9	0.6	5
CC1CCc2c(sc(NC(=O)Cn3nc(C(=O)O)c4ccccc4c3=O)c2C#N)C1 (stereo unspecified)	-5	-1.4	33	-9	0.3	-0.2	-9	-1.6	-1
CCC1CCCCN1S(=O)(=O)c1ccc2c(c1)CCN2C(C)=O (stereo unspecified)	-6	-1.6	20	-6	-0.2	0.2	-32	-0.7	-7
Cc1cc(/C=N/NC(N)=O)c(C)n1C1CCCCC1	1	-3.5	29	-2	0.5	-0.1	-10	-3.2	10
CCN(CC)S(=O)(=O)c1ccc(NC(=O)c2ccccn2)cc1	-4	-5.3	-29	6	0.6	5.2	-16	-4.5	2
CC(C)(C)NC(=O)C1Cc2ccccc2CN1S(=O)(=O)c1ccc(F)cc1 (stereo unspecified)	1	-2.7	19	-31	1.1	-1.7	-19	-1.4	-13
COc1ccccc1NC(=S)N1CCc2cc(OC)c(OC)cc2C1	0	-1.5	1	-8	0.1	-0.8	-4	-1.4	-4
O=C(Nc1ccc2c(c1)nc1n2CCOC1)C1CCCCC1	-3	1.4	4	-6	-0.7	0.5	-4	0.6	-2
CCOC(=O)N1CCN(C(=O)CCC(=O)c2ccc(OCC)cc2)CC1	-8	-2.0	4	-12	-0.2	-0.9	-26	-0.7	4
CCOc1ccc(N(CC(=O)NC2CCCC2)C(=O)CCCC(=O)Nc2ccccn2)cc1	6	-2.0	-6	14	-0.1	-1.1	-35	-1.0	-3
CCN(CC)C(=O)COc1ccc(C=O)cc1OC	3	-1.1	0	-4	1.0	8.5	-3	-0.9	2
CC1CN(C(=O)c2cnn3c(C(F)F)cc(-c4ccccc4)nc23)CC(C)O1 (stereo unspecified)	-5	-1.2	-34	-3	-1.3	-1.9	-22	-2.3	1
CC(C)CNc1nc(N)c([N+](=O)[O-])c(NCC2CCCO2)n1 (stereo unspecified)	-5	-2.9	3	-15	1.9	-2.8	-6	-4.4	4
O=C(Nc1cccc2nsnc12)c1cccnc1	-1	-1.0	-7	-3	1.6	0.3	1	2.7	-4

Just IMP-1 inhibitor (three entries from above):
Molecule,IMP-1 inhibitor
CC(C)(CO)NC(=O)CC1C(=O)NCCN1Cc1ccc(-c2ccccc2)cc1 (stereo unspecified),-1.3
CC1CCc2c(sc(NC(=O)Cn3nc(C(=O)O)c4ccccc4c3=O)c2C#N)C1 (stereo unspecified),-1.4
CCC1CCCCN1S(=O)(=O)c1ccc2c(c1)CCN2C(C)=O (stereo unspecified),-1.6

Later entries:
Compound	GalR3 antagonist	IMP-1 inhibitor	PHOSPHO1 block	GPR7 antag	V1R ag counter	OXTR ag	DNA FID counter	VIM-2 inhibitor	NS3 helicase inh
O=C(c1cc2ccccc2o1)N1CCN(c2cccc(C(F)(F)F)c2)CC1	1	-1.8	30	-15	-0.2	-0.3	-9	-1.1	-4
COc1ccccc1CNC(=O)COc1cc2c(c3oc(=O)cc(C)c13)CCC(C)(C)O2	-3	-2.9	29	18	-0.9	-1.1	-37	-2.6	-16
CN(C(=O)CC1C(=O)NCCN1Cc1ccc(F)c(F)c1)C1CCCCC1 (stereo unspecified)	0	-1.8	22	3	0.0	0.2	-18	-0.8	-19
CCn1cc(/C=N\NC(=O)c2ccc3c(c2)c(C)c(C)n3Cc2ccccc2)c(C)n1	-2	-4.9	15	9	-0.4	1.5	-22	-3.7	-3
COc1ccc(NC(=O)N2CCN(C(=O)C3CCCO3)CC2)cc1 (stereo unspecified)	-3	-2.0	nt	-4	0.0	0.4	-6	-3.5	7
COc1ccc(NC(=O)c2cccc(NC(=O)c3ccccc3)c2)c(OC)c1	-6	-0.5	nt	-9	-0.6	-2.3	-23	0.8	-18
CC(=O)N(C)C1=C(O)c2ccccc2C(=O)C1=O	-3	1.0	34	-5	0.4	-0.2	10	7.6	4
CCCOc1ccc(/C=N/Nc2cc(N3CCOCC3)ncn2)c(O)c1	-8	0.4	nt	-18	0.6	-0.2	-17	-0.8	-6
CCC(C)c1ccccc1NC(=O)c1cc(C)no1 (stereo unspecified)	-11	-2.2	26	-1	2.8	0.0	-10	0.1	-5
O=C1Nc2ccccc2N(O)N1c1cc(-c2ccccc2Cl)no1	-7	2.1	17	-3	-1.0	-1.8	-6	1.5	10
CC(C)c1ccc(NC(=S)NCCc2c[nH]c3ccccc23)cc1	1	-1.5	-3	1	-1.0	-2.3	-8	-2.4	-29
CN(CC(=O)Nn1cnnc1)S(=O)(=O)c1cc(Cl)ccc1Cl	-6	-1.8	-7	-8	-0.3	0.2	1	-1.7	-2
CCn1cc(C(=O)NCCCN2CCCC(C)C2)c(=O)c2cc(S(=O)(=O)N3CCOCC3)ccc21 (stereo unspecified)	-5	-3.1	18	-6	1.3	-0.2	2	0.0	22
CN=C1S/C(=C\c2cn(C(C)=O)nc2-c2ccccc2)C(=O)N1C	nt	-0.9	nt	6	nt	nt	1	5.8	-5
CCCNC(=S)Nc1ccc(S(N)(=O)=O)cc1	-2	-2.5	31	-6	5.2	0.8	2	0.3	2
Cc1ccc2nc(NC(=O)c3ccccn3)sc2c1	-7	-2.1	-19	1	1.4	0.5	-5	-3.0	12
O=C(NC1CCCCC1)C1CCN(S(=O)(=O)c2cccc3cccnc23)CC1	-1	-7.5	-13	-6	0.7	1.4	-3	-1.1	0
Cc1ccc(NC2c3ncccc3C(=O)N2Cc2ccc(F)cc2)cc1 (stereo unspecified)	-9	-1.5	-7	2	-1.2	-0.8	-19	-0.8	0
O=c1c2oc3ccccc3c2[nH]c(=S)n1-c1ccccc1	-4	-3.1	38	1	0.5	-0.7	3	-2.1	2
CCSc1ncc(Cl)c(C(=O)Nc2ccccc2C)n1	-6	-1.7	20	2	-2.7	-1.6	-5	2.0	10
Cc1cccc(OCc2n[nH]c(=S)n2C2CCCCC2)c1	-2	-5.0	6	-19	1.9	-1.1	-34	-5.8	1
CCCC(NC(=O)c1ccccc1)c1nc2ccccc2n1Cc1ccc(C(=O)OC)o1 (stereo unspecified)	-3	-2.8	-3	-13	-1.4	-1.5	3	-3.2	6
CCOC(=O)C1(CCc2ccccc2)CCN(C(=O)Cc2nonc2C)CC1	-6	-4.7	-20	19	1.0	-1.3	-44	0.2	-7

3 compounds from above, ordered by the number in GalR3 antagonist, smallest number first:
| SMILES | GalR3 antagonist |
| --- | --- |
| O=C1Nc2ccccc2N(O)N1c1cc(-c2ccccc2Cl)no1 | -7 |
| O=c1c2oc3ccccc3c2[nH]c(=S)n1-c1ccccc1 | -4 |
| CCCC(NC(=O)c1ccccc1)c1nc2ccccc2n1Cc1ccc(C(=O)OC)o1 (stereo unspecified) | -3 |

High-throughput results as filed in PubChem.

Rows were taken by chance; about 4.3% have a hit in one of these screens.
